Compound activity (PubChem BioAssay)
XIAP antagonists: small molecules displacing peptide from XIAP – biochemical, IAP family, fluorescence polarization (AID 1018). XIAP BIR domain, fluorescence polarization peptide displacement; higher % means a stronger effect. 200,000 tested, 0.007% active. displacement, % at 20 µM, or IC50 in µM where a hit was titrated; in the data active = displacement above about 50%; also: a part of the inactive calls stands beside numbers as strong as those of hits
PMI inhibition: human PMI inhibitors, high substrate, primary screen, biochemical, fluorescence intensity, high mannose 6-phosphate (AID 1220). recombinant PMI enzyme, coupled fluorescence intensity; higher % means a stronger effect. inhibition, % at 20 µM; hits with a dose series show IC50 in µM. 190,000 tested, 0.66% active
CSM14.1 death rescue: rescue of cells from ER stress-induced death, primary screen, 384-well, CSM14.1, thapsigargin, ATP luminescence (AID 1222). one-dose cellular ATP content (survival), % at 20 µM; EC50 in µM for titrated hits. CSM14.1 thapsigargin-induced death rescue, ATP luminescence; higher % means a stronger effect. 190,000 tested, under 10 active;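 active = EC50 below 50 µM in the dose-response confirmation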;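 also: death triggered by thapsigargin at about 15 µM added after 2 h compound pretreatment; cell ATP read after overnight thapsigargin exposure of roughly 18 to 22 hours; normalized against plate controls of thapsigargin alone and 5% DMSO vehicle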
M17LAP inhibition: P. falciparum M17LAP inhibitors, primary screen, biochemical, fluorogenic H-Leu-NHMec substrate, 1536-well (AID 1619); recombinant M17LAP, H-Leu-NHMec fluorogenic kinetic assay; higher % means a stronger effect; inhibition, % at 30 µM, or IC50 in µM where a hit was titrated; 220,000 tested, 0.38% active;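 active = compound inhibiting the enzyme by more than half at any dose during confirmatory dose-response retesting; inconclusive = strong single-dose inhibitors picked by rank but not retested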;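 also: plate controls were full reaction with DMSO carrier for no effect and no enzyme background for full effect; strong numbers were not always called active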
TNAP activators: stimulation of alkaline phosphatase TNAP activity – biochemical, luminescent, no phosphate acceptor, uHTS, primary screen (AID 1001); purified TNAP, luminescent activation assay, no phosphate acceptor; higher activation fold means a stronger effect; activation fold at 20 µM; hits with a dose series show EC50 in µM; 200,000 tested, 0.03% active; in the data active = activation fold from about 3, or a potency from the dose series; inactive = the rest, 99 in 100 with activation fold below about 1.6; also: many of its hits are not listed in these tables
LYP inhibition: inhibitors of LYP phosphatase, biochemical, fluorescence intensity, uHTS (AID 1779) | recombinant LYP phosphatase, fluorescence intensity; higher % means a stronger effect | inhibition, % at 11.5 µM, or IC50 in µM where a hit was titrated | 290,000 tested, 0.054% active;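 also: plate controls were vehicle with enzyme for no effect and no enzyme for full effect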
Myeloid diff MLP: myeloid differentiation induction; ER-HoxA9 myeloid progenitors, lysozyme-GFP differentiation, flow cytometry; calls only at 10 µM; 360,000 tested, 1% active; AID 624256;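 active = normalized GFP-positive differentiation at or above the plate's own cutoff, the solvent-only control mean plus 3 SD; inconclusive = no clear call, values can overlap the other calls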;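 also: cells exposed to compound for four days before flow analysis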
human PMI inhibition: MPI enzyme activity inhibition – biochemical, fluorescence intensity, coupled assay, primary screen (AID 1209); 190,000 tested, 0.42% active; purified PMI enzyme, coupled fluorescence intensity; higher % means a stronger effect; inhibition, % at 20 µM; hits with a dose series show IC50 in µM;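 also: plate controls were DMSO vehicle for no effect and wells lacking substrate for full effect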
P. falciparum M1AAP: malaria alanyl aminopeptidase activity blockers – biochemical, fluorogenic H-Leu-NHMec substrate, 1536-well (AID 1445) | recombinant M1AAP, H-Leu-NHMec fluorogenic kinetic assay; higher % means a stronger effect | inhibition, % at 30 µM, or IC50 in µM where a hit was titrated | 220,000 tested, 0.42% active;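 active = primary inhibition above the hit cutoff, then over 50% inhibition at one or more dose response concentrations, cut at about 23% in these data, passing the limit was not always enough; inconclusive = conflicting primary data, or primary hits not chosen for dose response; inactive = low primary inhibition, or under 50% at every dose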;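 also: plate controls were DMSO full reaction for no effect and no enzyme background for full effect; strong numbers were not always called active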
Myeloid diff MLP GFP+ MAC1+ %: second read-out of Myeloid diff MLP, no call of its own (marks repeat the call); GFP+ MAC1+ double positive, %; measured here: differentiation confirmed by MAC1 staining
An asterisk follows results filed as active; i = inactive; ? = inconclusive; . = no result given; & = joins results of further samples. Rule as the data show it, unless noted: active = inhibition above about 50%; inactive = the rest. Not all compounds are listed; rates above refer to the full screens.

Key to letters: A = XIAP antagonists; B = PMI inhibition; C = CSM14.1 death rescue; D = M17LAP inhibition; E = TNAP activators; F = LYP inhibition; G = Myeloid diff MLP; H = Myeloid diff MLP GFP+ MAC1+ %; I = human PMI inhibition; J = P. falciparum M1AAP
> CC(=O)OC1N=C(c2ccccc2)c2cc(Br)ccc2N(C)C1=O (centres undefined)
  A = -3.8%; B = -7%; C = -0.2%; D = 4%; E = 0.9; F = 5%; G = i; H = 0.6; I = 0%; J = -1%

> O=c1[nH]c(=S)n(C2CCCCC2)c(O)c1/C=N/N1CCOCC1
  A = .; B = .; C = .; D = 13%; E = .; F = -8%; G = i; H = 1.3; I = .; J = -1%

> CC1Oc2cc3c(-c4c(O)cc(O)c5c(O)c6c(cc45)OC(C)C(C)C6=O)c(O)cc(O)c3c(O)c2C(=O)C1C (centres undefined)
  A = .; B = .; C = .; D = 7%; E = .; F = 4%; G = i; H = 2.9; I = .; J = ?

> C/C(=N\Nc1ccccc1)c1c(O)n(C)c(=O)n(C)c1=O
  A = -5.2%; B = -147%; C = -4.9%; D = 5%; E = 1; F = -4%; G = i; H = 0.1; I = -65%; J = 1%

> CCC(=NCCOc1ccc(Cl)cc1)c1c(O)n(C)c(=O)n(C)c1=O
  A = -2.4%; B = 2%; C = .; D = 8%; E = 1; F = 7%; G = i; H = 2.1; I = 4%; J = 0%

> COC(=O)c1ccccc1-n1c(C)nc2ccccc2c1=O
  A = -1.9%; B = -10%; C = 1.3%; D = -3%; E = 1.1; F = 1%; G = i; H = 0.7; I = -7%; J = 2%

> O=C(c1ccco1)C12CN3CN(CN(C3)C1)C2
  A = -0.1%; B = -3%; C = 4.1%; D = 12%; E = 1.1; F = -3%; G = i; H = 0.5; I = -7%; J = -2%

> CC[N+]1(C)CCCC(OC(=O)C(O)(c2ccccc2)c2ccccc2)C1 (centres undefined)
  A = -5.2%; B = -4%; C = -1.3%; D = 7%; E = 1.1; F = -5%; G = i; H = 3.5; I = -1%; J = -1%

> CC1CCCCN1Cc1c[nH]c2ccccc12 (centres undefined)
  A = .; B = .; C = .; D = 8%; E = .; F = 2%; G = i; H = 0.4; I = .; J = -2%

> Cc1ccc(-c2nn(CCC#N)cc2C(=O)O)cc1C
  A = -3.5%; B = 2%; C = 0.0%; D = -5%; E = 1.1; F = -3%; G = i; H = 0.2; I = 1%; J = 1%

> Cc1nc2ccccc2c(=O)n1-c1ccccc1[N+](=O)[O-]
  A = -0.3%; B = -2%; C = 0.6%; D = -3%; E = 1.1; F = -6%; G = i; H = 0.2; I = -1%; J = 4%

> CCC1(CC)C(=O)NC(=NCCc2c[nH]c3ccccc23)NC1=O
  A = -1.7%; B = 5%; C = -1.0%; D = -1%; E = 1.1; F = -2%; G = i; H = 1.0; I = 12%; J = 0%

> CN(C/N=C(\N)N[N+](=O)[O-])S(=O)(=O)c1ccccc1
  A = -1.2%; B = 7%; C = 1.0%; D = 25%; E = 1; F = -9%; G = i; H = 0.5; I = 3%; J = 7%

> CCOC(=O)[C@]1(C#N)[C@@H]2C=CC(C(N)=O)=CN2[C@@H](C(N)=O)[C@@H]1c1ccc(F)cc1
  A = .; B = .; C = .; D = -2%; E = .; F = -7%; G = i; H = 1.4; I = .; J = 7%

> NC(CC(=O)O)C1CCCCC1 (centres undefined)
  A = -1.4%; B = 0%; C = -0.5%; D = -3%; E = 1.1; F = -4%; G = .; H = .; I = -6%; J = 0%

Whole records, quoted from the list:
Profile of C/C(=N\Nc1ccccc1)c1c(O)n(C)c(=O)n(C)c1=O : XIAP antagonists = -5.2%; PMI inhibition = -147%; CSM14.1 death rescue = -4.9%; M17LAP inhibition = 5%; TNAP activators = 1; LYP inhibition = -4%; Myeloid diff MLP = i; Myeloid diff MLP GFP+ MAC1+ % = 0.1; human PMI inhibition = -65%; P. falciparum M1AAP = 1%
Profile of CC(=O)OC1N=C(c2ccccc2)c2cc(Br)ccc2N(C)C1=O (centres undefined) : XIAP antagonists = -3.8%; PMI inhibition = -7%; CSM14.1 death rescue = -0.2%; M17LAP inhibition = 4%; TNAP activators = 0.9; LYP inhibition = 5%; Myeloid diff MLP = i; Myeloid diff MLP GFP+ MAC1+ % = 0.6; human PMI inhibition = 0%; P. falciparum M1AAP = -1%
Profile of CC[N+]1(C)CCCC(OC(=O)C(O)(c2ccccc2)c2ccccc2)C1 (centres undefined) : XIAP antagonists = -5.2%; PMI inhibition = -4%; CSM14.1 death rescue = -1.3%; M17LAP inhibition = 7%; TNAP activators = 1.1; LYP inhibition = -5%; Myeloid diff MLP = i; Myeloid diff MLP GFP+ MAC1+ % = 3.5; human PMI inhibition = -1%; P. falciparum M1AAP = -1%

(list continues)
molecule	XIAP antagonists	PMI inhibition	CSM14.1 death rescue	M17LAP inhibition	TNAP activators	LYP inhibition	Myeloid diff MLP	Myeloid diff MLP GFP+ MAC1+ %	human PMI inhibition	P. falciparum M1AAP
CCCc1nc2ccc(Br)cc2c(=O)n1-c1ccc([N+](=O)[O-])c(C(F)(F)F)c1	-4.1%	-2%	-0.5%	-6%	1	-2%	i	0.5	8%	4%
Cc1cc(/C=C2\C(=O)NC(=O)N(c3ccc(Cl)cc3)C2=O)c(C)n1C	-6.7%	-19%	-1.8%	11%	0.9	-4%	i	0.5	-27%	6%
CNc1cc(N2CCN(C)CC2)ccc1[N+](=O)[O-]	-6.5%	28%	0.5%	22%	0.9	-1%	i	0.3	-12%	18%
Cc1ccc(C2=NCC(=O)N(CC(=O)N3CCCCC3)c3sc(C)c(C)c32)cc1	-4.0%	-10%	-1.9%	-6%	1	4%	i	3.4	0%	17%
C[N+]1(C)CCc2cc3c(cc2[C@H]1[C@@H]1OC(=O)c2c1ccc1c2OCO1)OCO3	-7.6%&-3.5%	-17%&-12%	-0.3%&-2.6%	14%&-3%	1.3&1.3	-8%&-4%	i	1.9&1.8	-4%&-7%	19%&-9%
OCC12COC3c4ccccc4C(OC1)N32 (centres undefined)	-2.2%	5%	.	3%	1.1	0%	i	0.5	9%	2%
CC(C)(C)C(O)C(Oc1ccc(Cl)cc1)n1cncn1 (centres undefined)	32%	13%	.	3%	1.1	-7%	i	3.0	19%	0%
COCCN1C(=O)NC(=O)/C(=C\c2ccc(Br)cc2)C1=O	-5.8%	-20%	.	-6%	0.9	-6%	i	0.2	-19%	2%
CCCCOC(=O)C1=C(N)OC2=C(C(=O)CCC2)[C@]12C(=O)N(C)c1ccccc12	-2.1%	-1%	-1.3%	7%	1.1	-10%	i	1.5	2%	-4%
C=CCn1c(O)c(C(C)=Nc2ccc(N(CC)CC)cc2)c(=O)[nH]c1=O	0.1%	20%	.	-6%	1	3%	i	0.3	27%	-1%
CC12CN3CCN(C1)CC(C)(C3)C2=NO	-2.9%	5%	-1.0%	-7%	1.1	-5%	i	1.5	11%	1%
Cc1ccc(N(C)C(=O)Oc2cccc3ccc(C)nc23)cc1	-4.5%	1%	0.0%	2%	1.1	-5%	i	0.9	-2%	5%

Ordered by molecular weight (highest first): some entries from above.
molecule	XIAP antagonists	PMI inhibition	CSM14.1 death rescue	M17LAP inhibition	TNAP activators	LYP inhibition	Myeloid diff MLP	Myeloid diff MLP GFP+ MAC1+ %	human PMI inhibition	P. falciparum M1AAP
CCCc1nc2ccc(Br)cc2c(=O)n1-c1ccc([N+](=O)[O-])c(C(F)(F)F)c1	-4.1%	-2%	-0.5%	-6%	1	-2%	i	0.5	8%	4%
C=CCn1c(O)c(C(C)=Nc2ccc(N(CC)CC)cc2)c(=O)[nH]c1=O	0.1%	20%	.	-6%	1	3%	i	0.3	27%	-1%
OCC12COC3c4ccccc4C(OC1)N32 (centres undefined)	-2.2%	5%	.	3%	1.1	0%	i	0.5	9%	2%
